High-throughput results as filed in PubChem.
TRPC4 block: TRPC4 (mouse) channel inhibition; AID 2247; 300,000 tested, 0.39% active; B-score at 10 µM; HEK293 TRPC4beta/mu-opioid, DAMGO-evoked Fluo4 calcium flux; active compounds read low; Q9QUQ5;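 active = B-score over 3 SD under the library average, no early fluorescence shift, positive overall ratio signal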
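Assay system – HEK293 line stably carrying TRPC4beta and mu-opioid receptor · Doses – single dose · Detection – Fluo4 calcium-dye fluorescence, kinetic read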
KCNQ1 pot: potentiators or activators of human KCNQ1 potassium channel; P51787; CHO-K1 KCNQ1, thallium flux FluxOR fluorescence; active compounds read high; B-score at 10 µM; 310,000 tested, 0.35% active; AID 2648;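 active = fluorescence ratio B-score, a plate-corrected score, at least three library SD, with initial intensity B-score within 5 SD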
Target sequence (P51787 whole entry, looked up): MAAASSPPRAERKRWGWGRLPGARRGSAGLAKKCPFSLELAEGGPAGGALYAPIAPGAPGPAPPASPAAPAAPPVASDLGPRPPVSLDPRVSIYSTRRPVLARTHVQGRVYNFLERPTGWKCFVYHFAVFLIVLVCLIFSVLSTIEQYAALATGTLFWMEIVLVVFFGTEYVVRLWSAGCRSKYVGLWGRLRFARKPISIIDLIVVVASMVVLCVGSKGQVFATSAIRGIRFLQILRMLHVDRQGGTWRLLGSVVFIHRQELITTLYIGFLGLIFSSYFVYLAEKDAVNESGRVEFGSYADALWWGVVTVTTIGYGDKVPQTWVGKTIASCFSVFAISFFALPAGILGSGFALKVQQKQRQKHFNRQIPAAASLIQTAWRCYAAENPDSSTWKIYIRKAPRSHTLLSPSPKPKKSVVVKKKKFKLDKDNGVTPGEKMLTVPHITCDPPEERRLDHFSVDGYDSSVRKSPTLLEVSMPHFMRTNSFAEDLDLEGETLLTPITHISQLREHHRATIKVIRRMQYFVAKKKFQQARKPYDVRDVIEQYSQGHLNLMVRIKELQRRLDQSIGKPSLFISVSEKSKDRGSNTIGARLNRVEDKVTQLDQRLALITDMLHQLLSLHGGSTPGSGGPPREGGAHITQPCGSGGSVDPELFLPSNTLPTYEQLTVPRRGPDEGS
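Material: CHO-K1 cells stably expressing KCNQ1. Medium: assay buffer for compound exposure, DMSO matched across wells. Reagent: K+/Tl+ depolarizing stimulus. Compound dosing: single-concentration screen. Times: 37 °C overnight plating, 90-min dark dye load, 20-min compound pretreatment. Technique: FluxOR Tl+ flux fluorescence.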
PolyA inh: blocks polyadenylation in yeast reporter cells | 300,000 tested, 0.02% active | calls only at 12 µM | S. cerevisiae SKY197-pL101 polyadenylation reporter, beta-gal luminescence; efflux-impaired pdr1/pdr3 knockout yeast; score 100 = 6 SD above DMSO;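 active = lowest replicate activity score at least 50, where 100 means six control SD above control mean; inconclusive = lowest score under 50 but half or more replicates reach 50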;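 note: yeast exposed to compound for 9 h at 30 °C; higher score means more reporter readthrough which indicates perturbed polyadenylation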
KCNK3 inh: human KCNK3 channel inhibition, primary screen; B-score at 10 µM; 340,000 tested, 0.84% active; AID 602410; O14649; CHO-KCNK3 thallium flux, FluxOR fluorescence; active compounds read low;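 active = B-score under library mean minus 4 SD, starting fluorescence ratio at most library mean plus 5 SD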;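 note: more negative B-score means stronger inhibition of thallium flux through KCNK3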
Target sequence (O14649 whole entry, looked up): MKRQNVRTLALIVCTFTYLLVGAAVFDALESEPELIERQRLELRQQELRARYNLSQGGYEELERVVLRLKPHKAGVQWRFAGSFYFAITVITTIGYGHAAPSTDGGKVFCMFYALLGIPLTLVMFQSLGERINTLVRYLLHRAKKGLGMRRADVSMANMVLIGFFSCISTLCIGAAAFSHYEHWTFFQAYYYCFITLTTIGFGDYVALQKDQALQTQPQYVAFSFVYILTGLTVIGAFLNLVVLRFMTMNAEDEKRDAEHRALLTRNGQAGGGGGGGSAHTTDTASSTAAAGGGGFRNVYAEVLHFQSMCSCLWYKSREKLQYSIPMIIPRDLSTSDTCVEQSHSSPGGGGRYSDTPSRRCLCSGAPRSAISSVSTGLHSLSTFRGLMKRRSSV
TRPC4 potent: allosteric potentiators of mouse TRPC4 channel; 310,000 tested, 0.42% active; Q9QUQ5; AID 2227; B-score at 10 µM; HEK293 TRPC4beta/mu-opioid, DAMGO EC20, Fluo-4 Ca2+ flux; active compounds read high;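 active = B-score of calcium response area above 5 SD of library B-scores, with initial fluorescence ratio within 5 SD of library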;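 note: B-score of integrated fluorescence ratio over time as area under calcium response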
TRPC4 agonist: TRPC4 (mouse) channel activation; Q9QUQ5; HEK293 TRPC4beta/mu-opioid, Fluo4 calcium fluorescence; active compounds read high; B-score at 10 µM; 310,000 tested, 0.49% active; AID 2237;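 active = B-score above 5 SD of library B-scores, and initial fluorescence ratio not above library mean plus 5 SD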;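 note: positive B-score marks a calcium rise read as TRPC4 activation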
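System: HEK293 cells stably co-expressing mouse TRPC4beta and mu-opioid receptor; Schedule: Fluo4 dye loading 45 min at room temperature, 110 s recording; Detection: Fluo4 fluorescence, kinetic; Evaluation: B-scored integrated calcium fluorescence ratio; Controls: buffer (low) and maximal DAMGO (high).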
Platelet DG rel: modulates dense granule release in human platelets. 300,000 tested, 0.22% active. human platelet-rich plasma, SFLLRN dense granule ATP release, luminescence. inhibition, %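 (compounds screened at 7.5 µM in platelet-rich plasma)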. AID 1663;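 active = mean replicate score, as percent of positive control, at or above 50; inconclusive = mean below 50 but at least one replicate at or above 50; inactive = mean and every replicate below 50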
DYRK1A inh: inhibitors of rat Dyrk1A kinase; Q63470; ADP-Glo luminescence, NFATc1 peptide; inhibition, % at 12.5 µM; 310,000 tested, 0.43% active; AID 504441; in the data active = inhibition above about 50%;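 note: plate controls were vehicle with enzyme for no effect and no enzyme for full effect; many of its hits are not listed in these tables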
hERG rescue: shields human hERG channel from block by proarrhythmic agents; Q12809; CHO-hERG, FluxOR thallium flux, dofetilide IC70 present; activation (rescue from dofetilide block), less the hit threshold, % at 10 µM; 310,000 tested, 0.51% active; AID 1511;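 active = activation above the mean of controls blocked by dofetilide plus 5 SD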;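 note: thallium influx through hERG after potassium depolarization seen as dye fluorescence rise; in these data hits start at about 4.7%; inactives centre near -7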
KCNK9 inh: blocks the human KCNK9 two-pore domain potassium channel. Q9NPC2. HEK293 KCNK9, FluxOR thallium flux fluorescence; active compounds read low. B-score at 10 µM. 310,000 tested, 1.2% active. AID 488922;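 active = ratio B-score over 3 SD below the library mean, with starting fluorescence within 5 SD of its mean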;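 note: negative B-score means less thallium flux so channel inhibition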
KCNQ1 inh: blocks the human KCNQ1 potassium channel; P51787; CHO-K1 KCNQ1, FluxOR thallium flux fluorescence; active compounds read high; B-score at 10 µM; 310,000 tested, 1.3% active;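 active = compounds whose thallium flux B-score, printed positive for inhibition, exceeds three library SD while starting fluorescence stays within three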;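 note: channel opened by potassium depolarization with thallium stimulus after 20 min compound exposure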
* marks the source's active call; other numbers are inactive results; i = inactive; ? = inconclusive; . = no result given. The list is partial, so the mix of outcomes need not match the whole.

SMILES	TRPC4 block	KCNQ1 pot	PolyA inh	KCNK3 inh	TRPC4 potent	TRPC4 agonist	Platelet DG rel	DYRK1A inh	hERG rescue	KCNK9 inh	KCNQ1 inh
O=C(Nc1ccccc1-c1ccccc1)C(=O)Nc1ccccc1-c1ccccc1	i	i	i	.	i	i	0.5	.	-3.7	i	i
N#C/C(=C\c1c(N(Cc2ccccc2)Cc2ccccc2)nc2ccccn2c1=O)C(N)=O	i	i	i	i	i	i	-3.9	4.3	-21.4	i	i
O=C1NCCN/C1=C\C(=O)c1ccc(F)cc1	i	i	i	i	i	i	3.1	15.1	-9.8	i	i
CCn1cc(C(=O)NCC2CCCO2)c(=O)c2cc(F)c(N3CCN(C)CC3)cc21 (stereo not given)	i	i	i	i	i	i	2.2	3.4	-4.4	i	i
CC(C)NC(=O)CCCc1cn(C)c2ccccc12	i	i	i	i	i	i	-3.0	-1.3	1.2	i	i
CCN1CCN(C(=O)c2ccc3c(=O)n(CCC4=CCCCC4)c(=O)[nH]c3c2)CC1	i	i	i	i	i	i	5.1	9.5	-14.1	i	i
COc1ccc(N2CCN(CCCNC(=O)CCC(=O)N3CCOc4ccc(Cl)cc43)CC2)cc1	i	i	i	i	i	i	2.2	2.5	-10.6	i	i
CC(=O)OC(C(=O)NCc1ccco1)c1ccncc1 (stereo not given)	i	i	i	i	i	i	.	3.8	-3.3	i	i
Cc1ccc(C)c(NC(=O)CSc2nnc([C@@H]3CCCN3C(=O)OC(C)(C)C)o2)c1	i	i	i	i	i	i	.	-2.2	-9.3	i	i
COCCn1c(C)cc(C2=NNC(=NC3CC3)SC2)c1C	i	i	i	i	i	i	81.6*	0.4	-12.8	i	i
CN1CCN(CC(=O)Nc2nc3ccccc3s2)CC1	i	i	i	i	i	i	3.9	23.6	-7.0	i	i
O=C(O)c1cccc(NC(=O)c2cccc(S(=O)(=O)N3CCc4ccccc4C3)c2)c1	i	i	i	i	i	i	8.9	8.7	-16.5	i	i
Cc1ccc(-c2noc(-c3ccno3)n2)cc1	i	i	i	i	i	i	5.2	-2.3	-3.2	i	i
N#Cc1nc(-c2ccccc2)oc1N1CCC(C(N)=O)CC1	i	i	i	i	i	i	8.4	4.3	-4.2	i	i
COc1cccc(N2CCN(c3nc(C)cc(=O)[nH]3)CC2)c1	i	i	i	i	i	i	-1.0	12.2	-7.5	i	i
COc1ccccc1CNC(=O)c1cnc2sccn2c1=O	i	i	i	i	i	i	16.6	6.7	-2.3	i	i
COCCN(C(=O)COC(=O)CCc1c[nH]c2ccccc12)c1c(N)n(Cc2ccccc2)c(=O)[nH]c1=O	i	i	i	i	i	i	-0.2	11.3	-9.6	i	i
CCCCC(=O)N1CCCC(C(=O)OCC)C1 (stereo not given)	i	i	i	i	i	i	0.7	0.2	-9.5	i	i
Cc1csc2nc(CSc3nc4ccccc4o3)c(Br)n12	.	i	i	i	i	i	-0.5	-1.9	-3.4	-12.4*	i
Cc1c(NC(=O)c2cccs2)cccc1NC(=O)c1cccs1	i	i	i	i	i	i	0.8	-0.5	1.2	i	i
CC1CCCC(C)N1C(=O)Cn1c(SCC(=O)NCc2ccc3c(c2)OCO3)nc2ccccc21 (stereo not given)	i	i	i	i	i	i	6.9	-7.0	-11.9	i	i
CC/C(=N\NC(=O)C1CCCC1)c1ccc(Br)cc1	i	i	i	i	i	i	-0.2	0.2	-7.3	i	i
COc1cc(C(=O)OCC(=O)NC2CCS(=O)(=O)C2)c([N+](=O)[O-])cc1OC (stereo not given)	i	i	i	i	i	i	1.0	-3.7	-7.9	i	i
CCN(CC)c1ccc2c(C)c(CN3CCOCC3)c(=O)oc2c1	i	i	i	i	i	i	2.8	4.8	-17.2	i	i
CCN(CC(=O)Nc1ccc(OC)cc1)C(=O)CCS(=O)(=O)c1ccc(C)cc1	i	i	i	i	i	i	19.5	-1.7	-15.2	i	i
SMILES	TRPC4 block	KCNQ1 pot	PolyA inh	KCNK3 inh	TRPC4 potent	TRPC4 agonist	Platelet DG rel	DYRK1A inh	hERG rescue	KCNK9 inh	KCNQ1 inh
Nc1ncnc(Sc2ccccc2)c1[N+](=O)[O-]	i	i	i	i	i	i	-0.9	0.3	-3.2	i	i
NC(=O)c1ccccc1OCc1nnc(-c2ccccc2Br)o1	i	i	i	i	i	i	-25.7	-2.4	-7.1	i	i
C/C(=N\OCC(=O)OC(C)C(=O)Nc1ccc(C(N)=O)cc1)c1ccc2c(c1)OCO2 (stereo not given)	i	i	i	i	i	i	0.2	2.2	-8.0	i	i
O=C1CC(c2ccc(F)cc2)CC(O)=C1C=NCCN1CCNCC1 (stereo not given)	i	i	i	i	i	i	-1.3	2.8	-4.8	i	i
CCCc1cc(=O)n2[nH]c(NCc3ccccc3F)nc2n1	i	i	i	i	i	i	-0.8	-8.6	-5.0	i	i
CCOC(=O)c1nnn(-c2nc(N3CCCC3)nc(N3CCCC3)n2)c1-c1ccccc1	i	i	i	i	i	i	-2.4	-2.3	-8.5	i	i
Cc1cc(C)n(C2CC(=O)N(c3ccc(Cl)c(Cl)c3)C2=O)n1 (stereo not given)	i	i	i	i	i	i	6.1	1.8	-13.8	i	i
COc1ccc(N2CC(C(=O)Nc3cc(C)ccn3)CC2=O)cc1 (stereo not given)	i	i	i	i	i	i	4.4	9.0	-8.3	i	i
Cc1nc2ccc(Br)cc2c2c1CC(CO)O2 (stereo not given)	i	i	i	i	i	i	0.6	2.8	-8.1	i	i
CCCN1C(=O)c2ccc(C(=O)NCc3ccco3)cc2C1=O	i	i	i	i	i	i	-5.1	7.7	-10.9	i	i
CCOC(=O)c1c(C)nc2sc3c(=O)n(-c4ccc(OC)cc4)cnc3c2c1-c1ccc(OC)cc1	i	i	i	i	i	i	11.1	5.6	-3.9	i	i
CN1/C(=C/C(=O)c2ccc(Cl)cc2)Sc2cc3c(cc21)OCO3	i	i	i	i	i	i	-2.4	-2.1	-0.3	i	i
CCOC(=O)c1cc(=O)n2nc(-c3ccccc3F)nc2s1	i	i	i	i	i	i	-1.5	-3.4	-8.8	i	i
Cc1ccc(S(=O)(=O)Cc2nc3ccccc3c(=O)[nH]2)cc1	i	i	i	i	i	i	5.0	4.8	-8.9	i	i
Cc1ccc(/C=C/C(=O)c2ccccc(=O)c2O)cc1C	i	34*	i	i	i	i	14.2	4.8	9.1*	i	i
O=C(OCC(=O)N1CCOCC1)c1ccc[nH]c1=O	i	i	i	i	i	i	1.2	3.5	-14.6	i	i
COc1ccc(C(=O)c2c[nH]cc2-c2ccccc2)cc1	i	i	i	i	i	i	-5.1	-1.1	-7.2	i	i
CCOC(=O)CSc1nc2sc(C)c(C)c2c(=O)[nH]1	i	i	i	i	i	i	0.0	-5.3	-11.9	i	i
O=C(Nc1cccc(Cl)c1)c1ccc(-n2cncn2)c([N+](=O)[O-])c1	i	i	i	i	i	i	0.1	10.4	-12.5	i	i
CCN(c1ccccc1)S(=O)(=O)c1ccc2[nH]cc(C(=O)NCCOC)c(=O)c2c1	i	i	i	i	i	i	37.0	-6.0	-2.8	i	i
CCOP(=O)(OCC)C(NC(=O)Nc1c(C)cc(C)cc1C)c1ccccc1 (stereo not given)	i	i	i	i	i	i	-2.4	-2.9	-6.1	i	i
O=C(Cn1nc(-c2ccccc2)c2ccccc2c1=O)NCCO	i	i	i	i	i	i	-2.3	7.0	0.8	i	i
Cc1n[nH]c(=S)n1-c1cccc(Cl)c1	i	i	i	i	i	i	0.8	-5.4	1.3	i	i
Cc1ncc(CO)c(/C=N/NC(=O)c2cc(Br)ccc2O)c1O	i	i	i	i	i	i	20.2	14.8	-20.4	i	i
CCOc1ccc2nc(SCC(=O)Nc3cc(C)on3)c(C)cc2c1	i	i	i	i	i	i	-22.6	1.3	-3.3	i	i
SMILES	TRPC4 block	KCNQ1 pot	PolyA inh	KCNK3 inh	TRPC4 potent	TRPC4 agonist	Platelet DG rel	DYRK1A inh	hERG rescue	KCNK9 inh	KCNQ1 inh
O=C(NNc1nc(-c2ccccc2)c2cc(Br)ccc2n1)c1ccc(S(=O)(=O)N2CCOCC2)cc1	i	i	i	i	i	i	-17.0	-4.3	-15.5	i	i
CCN1C(=O)N(CC)c2cccc3cccc1c23	i	i	i	i	i	i	-0.5	-2.6	-6.4	i	i
COCC(=O)Nc1cc(C(=O)Nc2ccccc2C)ccc1Cl	i	i	i	i	i	i	-0.6	11.1	-5.8	i	i
O=C(COc1ccc2ccccc2c1)NNC(=O)c1ccc([N+](=O)[O-])cc1	i	i	i	i	i	i	-5.3	-4.9	-6.5	i	i
CCOC(=O)C1CCN(C(=O)COC(=O)CN(C)S(=O)(=O)c2ccc(NC(C)=O)cc2)CC1	i	i	i	i	i	i	-8.7	-1.0	-9.9	i	i
CSc1nc(N(C)NC(=O)c2cccc(C)c2)c2ccccc2n1	i	i	i	i	i	i	-4.9	8.4	-6.8	i	i
CCC1=C(OC(=O)N(CC)CC)N2C(=O)OC(=NCC3CC3)[C@]2(C)[C@H]2C1=CC[C@H]1C(=O)N(C)C(=O)[C@H]12	i	i	i	i	i	i	2.5	-8.7	-0.6	i	i
COC(=O)Cn1c(Cc2ccccc2)nc2ccccc21	i	i	i	i	i	i	-4.6	0.3	-5.4	i	i
CCN=C(N/N=C/c1ccc([N+](=O)[O-])cc1)SC	i	i	i	i	i	i	3.2	-1.3	-12.3	i	i
CCCCCC(O)(CCN1CCCCC1)c1ccccc1 (stereo not given)	i	i	i	i	i	i	-1.6	-5.4	-7.7	i	i
Cc1ncc(N=Nc2ccc(F)cc2)c(-c2ccc(Cl)cc2)n1	i	i	i	i	i	i	10.0	9.4	-11.2	i	i
COc1ccc(C(=O)Nc2sc(C)c(C)c2CN2CCOCC2)cc1	i	i	i	i	i	i	?	-0.3	-0.2	i	i
CCOCCCNc1nc2nc3ccc(C)cn3c(=O)c2cc1C(=O)NCC1CCCO1 (stereo not given)	i	i	i	i	i	i	-5.8	-4.0	-11.2	i	i
Cc1cccc(OCc2nn[nH]n2)c1C	i	i	i	i	i	i	-3.5	-0.9	-10.0	i	i
O=C(O)C1C(c2ccccc2)C(C(=O)Oc2ccc(O)cc2)C1c1ccccc1 (stereo not given)	i	i	i	i	i	i	4.4	1.0	-7.9	i	i
CC(=O)NNc1ncnc2c1cnn2-c1ccccc1	i	i	i	i	i	i	-9.3	.	-7.6	i	i
Cc1ccc(C2(C)NC(=O)N(CC(=O)NCCC3=CCCCC3)C2=O)cc1 (stereo not given)	i	i	i	i	i	i	-2.0	4.7	1.7	i	i
